Lung fibro prol: antiproliferative effect on LL 47 fibroblasts – human, LL 47 cells, CellTiter-Glo luminescence, primary screen | LL 47 human lung fibroblast viability, ATP luminescence; active compounds read low | viability, % at 10 µM | 85,000 compounds, 1.1% hits | AID 719, 2007;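 active means viability at or below 50% in the single dose screen; inactive means viability above 50%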;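 further: compound exposure lasted 72 h before the ATP readout; 100% = median luminescence of untreated cell-only wells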
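Signal: luminescent ATP detection, CellTiter-Glo; assay system: LL 47 human lung fibroblasts; input: 1,150 cells/well; incubation: overnight cell rest, 72 h compound treatment at 37 °C; measure: % viability versus median cells-only luminescence; medium: IMEM growth medium with 15% fetal bovine serum; dosing: compound addition at 0.1% DMSO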
PostGolgi ctrl: growth inhibition of yeast control strain, primary screen, counter-screen for post-Golgi transport modulator project; efflux-deficient yeast background strain, growth absorbance A615, 16 h; 98,000 compounds, 5% hits; inhibition, % at 10 µM; in the data active means inhibition above about 30%
HUVEC prolif 384: inhibitors of HUVEC proliferation, primary screen, cell-based, 384-well; CellTiter-Glo luminescence, 72 h; active compounds read low; 86,000 compounds, 1.1% hits; viability, % at 10 µM (by protocol);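 active means viability at or below 30%; inactive means viability above 30%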;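 further: 100% = median luminescence of DMSO-only cell control wells on each plate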
LYP act: LYP phosphatase activators, primary screen, biochemical, DiFMUP fluorescence, 2 µM | Tyrosine-protein phosphatase non-receptor type 22 (Homo sapiens), Q9Y2R2 | recombinant LYP; 0 = plate median, 100 = signal doubled | AID 697, 2007 | activation, % at 2 µM | 96,000 compounds, 0.11% hits;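 active means activation at 2 µM above a set limit, the mean plus 5 SD, cut at about 37% in these data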
Target sequence (Q9Y2R2 whole entry, looked up): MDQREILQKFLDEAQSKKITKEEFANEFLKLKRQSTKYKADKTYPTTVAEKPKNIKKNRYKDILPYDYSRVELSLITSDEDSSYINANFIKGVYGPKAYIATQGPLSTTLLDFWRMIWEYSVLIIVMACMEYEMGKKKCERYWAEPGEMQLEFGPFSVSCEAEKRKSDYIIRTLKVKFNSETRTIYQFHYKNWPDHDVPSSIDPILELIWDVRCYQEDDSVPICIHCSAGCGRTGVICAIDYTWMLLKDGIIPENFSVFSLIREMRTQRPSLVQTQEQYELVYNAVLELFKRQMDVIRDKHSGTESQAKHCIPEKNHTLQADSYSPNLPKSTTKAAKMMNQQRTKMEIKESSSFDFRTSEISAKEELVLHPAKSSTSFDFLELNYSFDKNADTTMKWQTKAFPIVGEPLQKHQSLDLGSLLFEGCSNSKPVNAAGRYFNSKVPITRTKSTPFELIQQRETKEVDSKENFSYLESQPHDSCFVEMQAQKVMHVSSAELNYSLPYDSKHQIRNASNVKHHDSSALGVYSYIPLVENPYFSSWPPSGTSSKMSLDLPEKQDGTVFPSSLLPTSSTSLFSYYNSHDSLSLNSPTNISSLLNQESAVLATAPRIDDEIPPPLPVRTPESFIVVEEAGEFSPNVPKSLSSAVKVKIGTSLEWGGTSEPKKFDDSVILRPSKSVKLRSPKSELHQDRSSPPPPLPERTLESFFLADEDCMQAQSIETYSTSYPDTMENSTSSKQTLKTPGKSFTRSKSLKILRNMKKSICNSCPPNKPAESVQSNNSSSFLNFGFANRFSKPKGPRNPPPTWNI
S1P2 blocker: human S1P2 receptor antagonists, primary screen, cell-based. 97,000 compounds, 0.21% hits. Sphingosine 1-phosphate receptor 2 (Homo sapiens), O95136. inhibition, % at 5 µM. cell-based S1P2 antagonist assay, inhibition at 5 uM; in the data active means inhibition above about 45%;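 further: CRE beta-lactamase reporter cells expressing human S1P2 stimulated with S1P; 0% = agonist at EC80 alone and 100% = agonist plus reference antagonist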
H69AR inhibit: proliferation blockers of H69AR lung cancer cells, primary screen, cell-based, human, 86K library | H69AR lung tumor viability, ATP luminescence, 72 h; active compounds read low | AID 598, 2007 | viability, % at 10 µM | 85,000 compounds, 6% hits;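 active means viability at or below 40%; inactive means viability above 40%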;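 further: multidrug resistant small cell line overexpressing MRP-1 efflux transporter; 100% = mean luminescence of untreated control wells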
sEH activator: soluble epoxide hydrolase activators, primary screen, biochemical, human sEH. Bifunctional epoxide hydrolase 2 (Homo sapiens), P34913. purified human sEH enzymatic activity, activator screen. activation, % at 2 µM. 91,000 compounds, 0.04% hits. AID 717, 2007; in the data active means activation above about 37%; further: values of inactives mirror those of a sister screen read the other way
sEH inhibitor: soluble epoxide hydrolase inhibitors, primary screen, biochemical, human sEH; recombinant human sEH enzymatic activity assay; AID 707, 2007; Bifunctional epoxide hydrolase 2 (Homo sapiens), P34913; 91,000 compounds, 0.34% hits; inhibition, % at 2 µM; in the data active means inhibition above about 80%; further: values of inactives mirror those of a sister screen read the other way; many of its hits are not listed in these tables
S1P2 ag: S1P2 receptor agonists, primary screen, cell-based | Sphingosine 1-phosphate receptor 2 (Homo sapiens), O95136 | S1P2-expressing cell line, agonist reporter read-out | activation, % at 4.5 µM | 97,000 compounds, 0.46% hits | AID 729, 2007; in the data active means activation above about 16%;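 further: 0% = vehicle low control and 100% = maximal reference agonist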
* = called active by the depositor; . = not tested or not shown.

entry	canonical_smiles	Lung fibro prol	PostGolgi ctrl	HUVEC prolif 384	LYP act	S1P2 blocker	H69AR inhibit	sEH activator	sEH inhibitor	S1P2 ag
1	CC(C)(C)NS(=O)(=O)c1ccc(CCC(=O)NCc2cccnc2)cc1	99	3	94	3	-3	87	16	-16	-2
2	O=C(O)CN1CCCC1=Nc1ccccc1	93	6	85	-10	-22	93	6	-6	-2
3	O=c1[nH]cnc2c1N1CCC2CC1	97	5	97	-3	-6	84	6	-4	-9
4	COc1cc(CC(=O)NCc2ccco2)cc(OC)c1OC	.	2	.	1	-9	.	7	-6	-5
5	CCCCn1ccc(O)c(Cc2ccc(F)cc2)c1=O	.	6	.	36	15	.	2	0	-2
6	Cc1ccc(CNC(=O)C2CC(c3ccc([N+](=O)[O-])cc3)=NO2)cc1 (configuration not stated)	.	1	.	-3	11	.	-9	10	-5
7	CC1=NN(c2nc(-c3ccc(F)cc3)cs2)C(=O)C1	.	10	.	4	0	.	-12	16	-12
8	O=C(Nc1ccc(Cl)cc1)c1cc2nc(-c3ccco3)cc(C(F)(F)F)n2n1	94	3	59	8	-7	.	7	-7	2
9	COc1ccc(N(CC(=O)O)S(C)(=O)=O)cc1OC	98	-3	93	10	-2	96	-3	8	-3
10	O=[N+]([O-])c1ccc(Sc2nccn2Cc2ccccc2)c([N+](=O)[O-])c1	.	16	.	-14	-6	.	-17	15	-7
11	COC(=O)C(c1cc(OC)c(O)c(OC)c1)(N1CCNC(C)C1)C(F)(F)F (configuration not stated)	95	10	82	.	.	86	.	.	.
12	Cc1nnc(SCC(=O)Nc2nsc(-c3ccccc3)n2)s1	95	-5	76	-3	4	95	-12	11	-8
13	COc1ccc(Oc2cc(F)nc(N)n2)cc1	.	4	.	0	-15	.	19	-16	-3
14	CN(c1ccc(C(=O)NCC2CCCO2)cc1)S(=O)(=O)c1ccccc1 (configuration not stated)	98	2	96	-5	24	91	-18	17	-3
15	CCOCCCNC(=O)c1c[nH]c2ccc(C)cc2c1=O	111	.	81	0	-4	78	-2	2	-7
16	O=C(CSc1nnc(Cc2ccccc2)n1-c1ccc(F)cc1)N1CCOCC1	88	-1	92	-9	9	81	3	-3	-3
17	CC(C)OC(=O)COc1ccc(-c2ccccc2)cc1	102	4	95	10	-7	108	-14	9	-5
18	O=C(CCn1c(=O)oc2ccccc21)Nc1nc2ccccc2s1	110	26	85	10	9	87	-11	9	-4
19	CCC(c1nnnn1Cc1ccc(OC)cc1)N(CCCO)Cc1cc2cc3c(cc2[nH]c1=O)OCO3 (configuration not stated)	97	1	89	2	-12	75	-1	3	-1
20	COc1ccccc1N1CCN(c2nc3c(C)cccn3c(=O)c2C=O)CC1	.	18	.	-3	-8	.	17	-16	-3
21	O=C(CCNC(=O)Cn1ccc2ccccc2c1=O)NCCCN1CCN(c2ccc(F)cc2)CC1	95	2	102	10	4	105	.	.	-4
22	Fc1ccc(Nc2nc(Oc3ccc4c(c3)OCO4)nc(N3CCOCC3)n2)c(F)c1	90	5	98	-4	4	71	11	-12	-9
23	CCOC(=O)c1cc(-c2ccc(C)cc2)n(CCC(=O)NC(C)CC)c1C (configuration not stated)	104	6	100	-4	4	85	8	-9	-4
24	COc1cc(-c2[nH]nc3c2C(c2ccoc2)C(C#N)=C(N)O3)cc(OC)c1OC (configuration not stated)	96	.	90	0	26	83	6	-4	-6
25	O=C(NCC(=O)N1CCCC1)c1cccs1	.	-4	.	-14	3	.	14	-11	-2
26	CC1=C(C(=O)Nc2ccccc2)C(c2cccs2)C(C#N)=C(SCC#N)N1 (configuration not stated)	99	-9	82	-8	-11	70	9	-10	-5
27	CC(Sc1nnc(-c2cccs2)n1-c1ccccc1)C(=O)NCc1ccco1 (configuration not stated)	96	0	93	0	2	59	3	-3	-5
28	COc1ccc2c(c1)C(=O)N(c1ccc(C)cc1)C(=O)C2	97	-1	76	-2	2	106	22	-18	-2
29	O=C(c1cc2nc(-c3ccco3)cc(C(F)(F)F)n2n1)N1CCN(c2ccccn2)CC1	109	8	61	0	-15	85	-1	2	0
30	O=C(Nc1ccc(OCC(F)(F)C(F)F)c(C(F)(F)F)c1)c1ccc(Cl)cc1	.	.	.	-9	21	.	-24	23	-6
31	O=C(NCCOCCOCCNC(=O)c1cccnc1)c1cccnc1	106	2	94	-2	-2	82	.	.	-4
32	FC(F)(F)c1nnc2sc(-c3ccco3)nn12	110	-2	95	4	2	.	-8	8	-5
33	COc1ccccc1CNC(=O)N[C@@H](Cc1ccccc1)C(=O)O	98	0	97	-4	10	99	-3	7	1
34	O=C(CCn1c(=O)sc2ccccc21)Nc1ccon1	97	.	79	-2	-3	90	-6	9	-2
35	OCCNCCCCOc1ccccc1F	105	10	99	-7	10	110	-9	8	-3
36	O=C(O)CCNS(=O)(=O)c1ccccc1	96	9	91	18	-3	104	3	-4	-5
37	CCn1c(SCC(=O)N2CCCc3ccccc32)nnc1-c1ccoc1C	93	.	93	-10	-14	94	0	5	-6
38	COc1cccc(N(CC(=O)N2CCN(C)CC2)S(=O)(=O)c2ccccc2)c1	94	18	101	3	3	103	-4	2	-4
39	Cc1ccccc1S(=O)(=O)Cc1ccc(C(=O)N2CCN(c3ncccn3)CC2)o1	99	5	93	.	.	77	.	.	.
40	Cc1ccc(-c2nnc(N3CCN(C(=O)CN4CCOCC4)CC3)c3ccccc23)cc1	96	-2	91	20	-9	77	-9	11	-6
41	Cc1ccc(S(=O)(=O)N2CCN(C(=O)CN3CCOCC3)C2)cc1	102	28	95	2	16	96	2	0	-9
42	CCOCCCNC(=O)c1cc2sc(Cl)cc2n1CC	100	7	63	.	.	36*	.	.	.
43	CCNC(=O)CSc1nc2ccccc2c(=O)n1-c1cc(OC)ccc1OC	106	3	101	-1	-11	104	-2	4	-6
44	CC1CCCN(C(=O)CNC(=O)Cn2ccc3ccccc3c2=O)C1 (configuration not stated)	90	3	86	-11	8	89	-8	10	-9
45	O=C(C1CC1)N1CCc2cc(Br)cc(S(=O)(=O)NCc3ccco3)c21	98	5	86	.	.	79	.	.	.
46	CCOC(=O)CSc1n[nH]c(-c2cccnc2)n1	106	-3	114	2	5	106	12	-14	-10
47	O=S1(=O)C=CC(Nc2ccccc2)C1 (configuration not stated)	96	16	97	-6	13	94	-3	5	-3
48	CCCP(=O)(CC(=O)O)c1ccccc1 (configuration not stated)	100	1	92	.	.	91	.	.	.
49	N#Cc1c(NCc2ccccc2)ccnc1NCc1cccnc1	92	10	85	4	29	96	4	-6	-2
50	O=C(Cn1c(CC(=O)N2CCOCC2)nc2ccccc21)Nc1ccc2c(c1)OC(F)(F)O2	94	-2	85	-6	-11	88	-3	1	-7
51	O=[N+]([O-])c1ccc(Cl)c(/C=N/N2CCN(Cc3ccccc3)CC2)c1	108	10	94	-8	17	83	-10	12	-8
52	C=CCn1c(COc2cccc3cccnc23)nnc1SCC(=O)OC	97	0	91	6	-9	93	-2	5	-3
53	O=C(Nc1cnn(Cc2ccc(F)cc2)c1)c1cc2nc(-c3ccco3)cc(C(F)(F)F)n2n1	103	-3	62	-4	19	56	14	-13	-6
54	CCOC(=O)c1ccc(COC(=O)c2ccc(-c3nnc(-c4ccccc4)o3)cc2)o1	89	.	77	-4	-21	50	23	-20	-4
55	CC(C)C(=O)Nc1c2c(nc3ccccc13)N(C)CC2	.	-1	.	-4	17	.	3	-3	0
56	CCOC(=O)C1=C(O)/C(=C/c2cc(OC)c(OC)c(OC)c2)SC1=Nc1ccc(OC)cc1	.	0	.	-12	-20	.	-5	6	37*

Next section
entry	canonical_smiles	Lung fibro prol	PostGolgi ctrl	HUVEC prolif 384	LYP act	S1P2 blocker	H69AR inhibit	sEH activator	sEH inhibitor	S1P2 ag
57	Cc1ccc2cc(C#N)c(SCC(=O)N3CCCc4ccccc43)nc2c1C	.	11	.	-16	6	.	-3	6	-9
58	Cc1ccc(NC(=O)N(Cc2ccco2)Cc2cc3cc(C)cc(C)c3nc2Cl)cc1	.	-2	.	-14	3	.	-33	32	0
59	Cc1ccc(NC(=O)c2cccc(Cl)c2)nc1	100	8	98	20	-2	89	15	-17	-5
60	Cc1nc2sc3c(O)cc(=O)[nH]c3c2c(C)c1C	98	3	93	8	5	87	-14	14	0
61	CC(=O)CCC(=O)NCCc1ccccc1F	110	6	86	-1	14	92	-8	7	-5
62	O=C(C1CCCN(S(=O)(=O)c2cccnc2)C1)N1CCn2c1nc1ccccc12 (configuration not stated)	101	7	115	1	4	89	10	-11	-6
63	O=C(CN1CCN(c2ccccn2)CC1)Nc1ccc(F)cc1	101	-5	99	-3	-4	96	-7	6	-4
64	Cc1ccc(C)c(NS(=O)(=O)c2c(C)nn(C)c2C)c1	89	2	93	-17	-14	95	-6	8	-2
65	CN1CCN(Cc2c(O)ccc3occ(C(=O)c4ccccc4)c23)CC1	97	2	87	1	-1	95	1	-3	-12

Quoted from above: compounds 29 to 43
entry	canonical_smiles	Lung fibro prol	PostGolgi ctrl	HUVEC prolif 384	LYP act	S1P2 blocker	H69AR inhibit	sEH activator	sEH inhibitor	S1P2 ag
29	O=C(c1cc2nc(-c3ccco3)cc(C(F)(F)F)n2n1)N1CCN(c2ccccn2)CC1	109	8	61	0	-15	85	-1	2	0
30	O=C(Nc1ccc(OCC(F)(F)C(F)F)c(C(F)(F)F)c1)c1ccc(Cl)cc1	.	.	.	-9	21	.	-24	23	-6
31	O=C(NCCOCCOCCNC(=O)c1cccnc1)c1cccnc1	106	2	94	-2	-2	82	.	.	-4
32	FC(F)(F)c1nnc2sc(-c3ccco3)nn12	110	-2	95	4	2	.	-8	8	-5
33	COc1ccccc1CNC(=O)N[C@@H](Cc1ccccc1)C(=O)O	98	0	97	-4	10	99	-3	7	1
34	O=C(CCn1c(=O)sc2ccccc21)Nc1ccon1	97	.	79	-2	-3	90	-6	9	-2
35	OCCNCCCCOc1ccccc1F	105	10	99	-7	10	110	-9	8	-3
36	O=C(O)CCNS(=O)(=O)c1ccccc1	96	9	91	18	-3	104	3	-4	-5
37	CCn1c(SCC(=O)N2CCCc3ccccc32)nnc1-c1ccoc1C	93	.	93	-10	-14	94	0	5	-6
38	COc1cccc(N(CC(=O)N2CCN(C)CC2)S(=O)(=O)c2ccccc2)c1	94	18	101	3	3	103	-4	2	-4
39	Cc1ccccc1S(=O)(=O)Cc1ccc(C(=O)N2CCN(c3ncccn3)CC2)o1	99	5	93	.	.	77	.	.	.
40	Cc1ccc(-c2nnc(N3CCN(C(=O)CN4CCOCC4)CC3)c3ccccc23)cc1	96	-2	91	20	-9	77	-9	11	-6
41	Cc1ccc(S(=O)(=O)N2CCN(C(=O)CN3CCOCC3)C2)cc1	102	28	95	2	16	96	2	0	-9
42	CCOCCCNC(=O)c1cc2sc(Cl)cc2n1CC	100	7	63	.	.	36*	.	.	.
43	CCNC(=O)CSc1nc2ccccc2c(=O)n1-c1cc(OC)ccc1OC	106	3	101	-1	-11	104	-2	4	-6

Screening results: PubChem BioAssay, several laboratories

A portion of the library, so the mix of outcomes need not match the whole.
